# Screening results: PubChem BioAssay, several laboratories
# West Nile antiviral: inhibition of WNV-induced cytopathic effect – cell-based, CPE readout (AID 1621) | West Nile virus-infected cells, CPE inhibition; higher % means a stronger effect | one-dose CPE inhibition, % at 10 µM; IC50 in µM for titrated hits | hit rate 0.02% among 290,000; in the data active = a potency from the dose series; inconclusive = CPE inhibition mostly from about 3.7% at the one dose, without a potency; inactive = the rest, 99 in 100 with CPE inhibition below about 2.2%; note: strong numbers were not always called active
# KOR beta-arrestin-1: KOR agonists, beta-arrestin recruitment, primary screen, cell-based, luminescence, uHTS (AID 1777) | KOR beta-arrestin recruitment, luminescence; higher % means a stronger effect | activation, % at 10 µM, or EC50 in µM where a hit was titrated | hit rate 0.02% among 280,000; in the data active = activation above about 50%, passing the limit was not always enough; note: a part of the inactive calls stands beside numbers as strong as those of hits
# GPR55 beta-arrestin: GPR55 agonists via beta-arrestin recruitment, primary screen, imaging, U2OS cells, beta-arrestin-GFP redistribution (AID 1961). U2OS GPR55 beta-arrestin-GFP redistribution imaging; higher % means a stronger effect. one-dose activation, % at 10 µM; EC50 in µM for titrated hits. hit rate 0.048% among 290,000;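 active = activation above 40% with more than 50 cells counted in the well; inconclusive = wells holding fewer than 50 cells, flagged as toxic or sparse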;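 note: U2OS osteosarcoma cells stably expressing GPR55 and beta-arrestin-GFP; plate controls were DMSO negative control for no effect and LPI positive control for full effect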
# NS5 inhibitors: flavivirus cap methylation enzyme inhibition – biochemical, confirmation dose response, primary screen (AID 588689); Dengue-2 NS5 methyltransferase capping enzyme assay, biochemical; higher % means a stronger effect; inhibition, % at 25 µM; hits with a dose series show IC50 in µM; hit rate 0.3% among 340,000; in the data active = a potency from the dose series; inconclusive = inhibition above about 29% without an active follow-up result
# NOD1 inhibition: NOD1 signaling inhibitors, primary screen, cell-based, luminescence, uHTS (AID 1578) | NOD1-driven NF-kB luciferase reporter cells, luminescence; higher % means a stronger effect | hit rate 1% among 290,000 | inhibition, % at 4 µM, or EC50 in µM where a hit was titrated; in the data active = inhibition mostly above about 36%, no sharp cut-off; inactive = mostly below about 34%;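 note: HEK-293T reporter cells stimulated with the NOD1 agonist gamma-tri-DAP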
# KOR beta-arrestin-2: KOR antagonists, beta-arrestin recruitment, cell-based, luminescence, uHTS (AID 1778); KOR beta-arrestin recruitment, luminescence, antagonist mode; higher % means a stronger effect; inhibition, % at 10 µM; hits with a dose series show IC50 in µM; hit rate 0.091% among 290,000; in the data active = inhibition above about 50%; note: strong numbers were not always called active
# HIV fusion peptide: inhibitors of HIV fusion peptide binding, primary screen, biochemical, uHTS, fluorescence dequenching (AID 1986). cell-free peptide binding, fluorescence dequenching, 30 min; higher % means a stronger effect. inhibition, % at 20 µM, or IC50 in µM where a hit was titrated. hit rate 0.3% among 290,000; in the data active = inhibition mostly above about 52%, no sharp cut-off; inactive = mostly below about 76%; note: some results filed as inactive read as strong as hits
# GPR55 LPI antagonism: inhibition of LPI-stimulated GPR55 beta-arrestin translocation – imaging, U2OS, beta-arrestin-GFP, LPI agonist, primary screen (AID 2013); U2OS GPR55 beta-arrestin-GFP translocation imaging, LPI antagonism; higher % means a stronger effect; one-dose inhibition, % at 10 µM; IC50 in µM for titrated hits; hit rate 0.13% among 290,000;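 active = spots per cell inhibited over 60%, with over 100 cells counted and total cytoplasm intensity under 500,000; inconclusive = wells with under 100 cells, flagged as likely toxic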;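 note: U2OS cells stably carrying GPR55 and arrestin-GFP stimulated by 5 µM LPI near EC80; imaged beta-arrestin-GFP aggregate spots per cell after agonist stimulation; plate controls were LPI-stimulated DMSO wells for no effect and DMSO wells without LPI for full effect; some results filed as inactive read as strong as hits; confirmed hits need IC50 under 10 µM and bright autofluorescent wells are also inconclusive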
# GPR35 antagonists: GPR35 antagonists blocking zaprinast-driven arrestin recruitment, primary screen, imaging, U2OS, beta-arrestin-GFP, zaprinast agonist (AID 2058) | hit rate 0.052% among 290,000 | inhibition, % at 10 µM, or IC50 in µM where a hit was titrated | U2OS GPR35 beta-arrestin-GFP translocation imaging, zaprinast antagonism; higher % means a stronger effect;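 active = inhibition of at least 50% with at least 30 cells and total cytoplasm GFP at most 10,000,000; inconclusive = under 30 cells or total GFP of 10,000,000 plus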
# NS5 inhibitors pilot replicate: also measured in NS5 inhibitors; calls as there; inhibition, %; measured here: pilot screen replicate inhibition
# The depositor's hits bear a star; ? = inconclusive; / = not tested or not shown; [ ] = dose if it differs, or a comment. These rows are one share of the data (hit frequency here may not be typical).
SMILES,West Nile antiviral,KOR beta-arrestin-1,GPR55 beta-arrestin,NS5 inhibitors,NOD1 inhibition,KOR beta-arrestin-2,HIV fusion peptide,GPR55 LPI antagonism,GPR35 antagonists,others
COC(=O)C1=C(C)N(C(C)C)C(=O)C1(NC(C)=O)C(F)(F)F (centres undefined),0.6%,-2.6%,0.3%,-5%,-13%,-40%,2.4%,5%,25%,
Cc1cc(Cl)c(S(N)(=O)=O)cc1OCC(=O)NC1CCCCC1,0.4%,3.7%,-0.1%,3%,-3%,0%,-2.1%,5%,3%,
CC(C)c1nnc(NC(=O)CCC(=O)Nc2ccc(F)cc2)s1,-0.1%,3.4%,0.6%,-2%,-3%,-23%,0.0%,-7%,-9%,
O=C(CSc1nc(-c2ccccc2)cc(=O)[nH]1)N1CCc2ccccc21,0.2%,-2.2%,-0.3%,4%,-6%,18%,0.5%,10%,-4%,
CC(=O)OCc1nc2sc(C)c(C)c2c(=O)[nH]1,-0.1%,3.4%,-0.4%,-2%,-17%,0%,1.1%,4%,0%,
Cc1nc2nc(C)c(NS(=O)(=O)c3ccc4c(c3)CCCC4)c(=O)n2[nH]1,0.0%,5.7%,0.6%,-1%,30%,-56%,2.0%,-11%,21%,
COc1ccc(N2CC(C(=O)Nc3nccs3)CC2=O)cc1 (centres undefined),-0.1%,-0.6%,-0.2%,-5%,2%,17%,1.3%,20%,3%,
CCOC(=O)/C(=C/c1ccc(OC(=O)c2ccncc2)cc1)C(C)=O,-0.3%,1.4%,-0.2%,-45%,-29%,17%,2.7%,-3%,-3%,
O=C1NN(c2cccc(Br)c2)C(=O)/C1=C/c1cccs1,-0.1%,/,-1.9%,-12%,2%,-8%,6.0%,12%,11%,
CCc1nnc(NC(=O)CN2CCN(c3ccccc3F)CC2)s1,-0.2%,/,-0.1%,-5%,-18%,-28%[20 µM],-0.5%,-6%,2%,
COc1cccc(CN2CC(C(=O)N(C)Cc3ccnc4ccccc34)CCC2=O)c1 (centres undefined),-0.1%,1.6%,-0.2%,-8%,-38%,5%,-0.7%,-1%,-7%,
CN(Cc1ccccc1)/C(=N/O)c1cccc(Cl)c1,-1.0%,1.0%,-0.2%,1%,5%,29%,-0.3%,20%,1%,

# The last 5 compounds of the section above are carried over, then new ones follow.
SMILES,West Nile antiviral,KOR beta-arrestin-1,GPR55 beta-arrestin,NS5 inhibitors,NOD1 inhibition,KOR beta-arrestin-2,HIV fusion peptide,GPR55 LPI antagonism,GPR35 antagonists,others
CCOC(=O)/C(=C/c1ccc(OC(=O)c2ccncc2)cc1)C(C)=O,-0.3%,1.4%,-0.2%,-45%,-29%,17%,2.7%,-3%,-3%,
O=C1NN(c2cccc(Br)c2)C(=O)/C1=C/c1cccs1,-0.1%,/,-1.9%,-12%,2%,-8%,6.0%,12%,11%,
CCc1nnc(NC(=O)CN2CCN(c3ccccc3F)CC2)s1,-0.2%,/,-0.1%,-5%,-18%,-28%[20 µM],-0.5%,-6%,2%,
COc1cccc(CN2CC(C(=O)N(C)Cc3ccnc4ccccc34)CCC2=O)c1 (centres undefined),-0.1%,1.6%,-0.2%,-8%,-38%,5%,-0.7%,-1%,-7%,
CN(Cc1ccccc1)/C(=N/O)c1cccc(Cl)c1,-1.0%,1.0%,-0.2%,1%,5%,29%,-0.3%,20%,1%,
COc1cc2nc(C3CCC3)n(NC(=O)C(OC(C)=O)c3ccccc3)c(=O)c2cc1OC (centres undefined),2.0%,-8.0%,0.2%,-2%,21%,29%,3.7%,6%,-8%,
O=C(Cn1c(NCCO)nc2ccccc21)NCC1CCCO1 (centres undefined),1.0%,/,-0.3%,-8%,-38%,/,0.7%,-28%,-8%,
O=C(NN=C1CCCC1)c1ccccc1OCCOc1ccccc1,-0.6%,-2.5%,-0.3%,-7%,-44%,-7%,-3.1%,-3%,-4%,
COc1cccc(-c2nnc3sc(-c4ccco4)nn23)c1,0.3%,7.7%,-0.2%,-8%,-38%,-31%,0.6%,-11%,-10%,
O=c1c(-c2cnn(-c3ccccc3)c2)coc2cc(O)ccc12,1.1%,-4.1%,0.0%,-13%,-62%,-18%,-1.2%,0%,-18%,
Cc1ccc(CCNC(=O)C2CCN(S(=O)(=O)c3cccc4cccnc34)CC2)cc1,-0.6%,-0.3%,-0.2%,-9%,-8%,-32%,0.4%,10%,16%,
c1ccc(Nc2c3c(nc4ccccc24)CCC3)cc1,-1.6%,1.5%,-0.1%,-4%,23%,-2%,-0.7%,0%,-20%,
CCOc1ccc(NC(=O)C2CCCN(S(=O)(=O)c3cnc[nH]3)C2)cc1 (centres undefined),-0.1%,-2.9%,-0.1%,1%,-9%,-9%[20 µM],1.0%,0%,-10%,
O=C(c1ccco1)N1CCN(S(=O)(=O)Cc2ccc(Cl)cc2)CC1,-0.5%,6.0%,-0.1%,-4%,-16%,11%,0.2%,-9%,-8%,
Oc1ccccc1/C=N/Nc1nccnc1Cl,?,-1.5%,-0.1%,0%,-116%,-1%,164%,11%,-1%,
Cc1cc(Nc2nc3c(c(=O)n(C)c(=O)n3C)n2C)n(-c2ccc(Cl)cc2)n1,0.3%,5.6%,0.2%,-12%,7%,-54%,-0.4%,-8%,-21%,
CCC(C)N(CCNC(=O)CC1Oc2ccc(C)cc2NC1=O)C1CCCCC1 (centres undefined),-0.1%,-3.0%,-0.1%,-7%,12%,0%,0.1%,-3%,-5%,
CCOc1cc(/C=N/Nc2nn3cnnc3c3ccccc23)ccc1O,-0.2%,-2.0%,-0.1%,-2%,-1%,26%,-1.9%,10%,1%,
C[C@@H]1C[C@H](O)c2cc(Cl)ccc2N1,0.5%,3.0%,0.2%,6%,/,-1%,1.5%,8%,-1%,
CN(C)Cc1c(C(=O)N/N=C/c2ccco2)nnn1-c1nonc1N,-0.4%,-0.4%,-0.1%,-1%,-27%,-42%,0.7%,-14%,0%,
CCc1ccc(N2CC(C(=O)Nc3cc(C)on3)CC2=O)cc1 (centres undefined),-0.5%,1.6%,0.4%,1%,-28%,6%,0.2%,18%,-1%,
CC(NC(=O)c1ccccc1Cl)C1CC2CCC1C2 (centres undefined),-0.7%,-2.5%,-0.2%,-1%,-17%,-12%,0.3%,-4%,13%,
Cc1ccc2nsnc2c1NC(=O)CCl,-0.8%,/,-0.1%,-5%,-12%,-24%[20 µM],0.1%,6%,6%,
NCC(=O)NNC(=O)OCC1c2ccccc2-c2ccccc21,0.1%,/,0.0%,9%,6%,-54%[20 µM],-1.7%,-14%,0%,
Cc1ccc2nc3c(cc2c1)c(NC(=O)c1ccccn1)nn3CC(C)C,1.3%,3.3%,-0.1%,-4%,-13%,-27%,0.1%,23%,3%,NS5 inhibitors pilot replicate=-8.2
COC(=O)C(C)Oc1ccc2c(c1)O/C(=C\c1cccc(Br)c1)C2=O (centres undefined),-0.1%,6.0%,-0.2%,5%,-13%,-13%,17%,6%,-3%,
O=C(CSCc1ccccc1)NNC(=S)Nc1cccc(Cl)c1Cl,0.3%,-5.6%,-0.4%,14%,-29%,22%,19%,12%,-8%,
CCN(CCCC(=O)c1ccc(F)cc1)CCc1ccccc1,-1.0%,0.4%,0.3%,1%,44%,-36%,0.4%,-2%,5%,
O=C1c2ccccc2C(=O)N1OCCOCCOCCON1C(=O)c2ccccc2C1=O,0.1%,-2.6%,-0.2%,-10%,-8%,-16%,0.2%,9%,-1%,
CCOc1ccccc1N(CC(=O)NC1CCCCC1)S(=O)(=O)c1ccc(C)cc1,-0.9%,-1.6%,-0.2%,-4%,-18%,-2%,-0.7%,2%,-5%,
CC(C)C[C@H](NC(=O)[C@@H]1Cc2ccccc2CN1C(=O)OC(C)(C)C)C(=O)NCC1CCC(C(=O)O)CC1 (some centres undefined),0.0%,-0.6%,0.0%,1%,-8%,18%,2.5%,7%,-4%,
Cc1oc(=O)c(NC(=O)c2ccc(Cl)cc2)cc1C(=O)c1ccccc1,-0.1%,10%,0.0%,13%,38%,-13%,8.2%,-4%,-7%,
O=C(Cn1c(=O)oc2ccccc21)N1CCN(c2ccccc2)CC1,-0.8%,3.1%,-0.1%,-2%,-15%,30%,1.8%,-1%,1%,
Cc1ccc(-c2c(C(=O)N/N=C/c3sccc3C)nnn2-c2nonc2N)cc1,0.5%,-0.3%,-0.2%,-5%,-2%,-17%,-0.5%,11%,9%,
CC(=O)Nc1ccc(NC(=O)CNS(=O)(=O)c2ccc(C)cc2)cc1,0.4%,-1.4%,0.5%,-1%,-7%,-1%,0.2%,11%,-4%,
COc1cccc(N2CCN(c3ccc4nnc(CCC(=O)Nc5ccc(F)cc5F)n4n3)CC2)c1,0.4%,-6.9%,0.0%,1%,-21%,-5%,-1.1%,-5%,-19%,

# Gathered by group: those above with bromine
SMILES,West Nile antiviral,KOR beta-arrestin-1,GPR55 beta-arrestin,NS5 inhibitors,NOD1 inhibition,KOR beta-arrestin-2,HIV fusion peptide,GPR55 LPI antagonism,GPR35 antagonists,others
O=C1NN(c2cccc(Br)c2)C(=O)/C1=C/c1cccs1,-0.1%,/,-1.9%,-12%,2%,-8%,6.0%,12%,11%,
COC(=O)C(C)Oc1ccc2c(c1)O/C(=C\c1cccc(Br)c1)C2=O (centres undefined),-0.1%,6.0%,-0.2%,5%,-13%,-13%,17%,6%,-3%,
